TDP1 cell CPT: growth inhibition of DT40 Tdp1-/-;hTDP1 cells with camptothecin (screen for TDP1 inhibitors); 12% of 420,000 active; Potency, µM (titrated, usually from 46.2 µM), inactives show at the top dose activity change, negative = growth inhibition, actives largely listed as inhibitors; chicken DT40 Tdp1-/-;hTDP1 cells + 20 nM CPT, ATP luminescence, 48 h; further: nearly all actives have a fitted effect of over 55% in size
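Cell growth measured by CellTiter-Glo luminescence after a minimum 48 h, 37 C compound exposure with 20 nM CPT in Tdp1-knockout DT40 cells stably expressing hTDP1, seeded 400/well; qHTS titration format.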
FEN1 inhibitor: inhibitors of human flap endonuclease 1 | P39748 | Recombinant FEN1 flap cleavage, fluorescence, 15 min | Potency, µM (top dose mostly 114 µM), without a hit: top-dose activity change, negative = inhibition, hits mostly inhibitors | 0.35% of 390,000 active; further: nearly all actives have a fitted effect of over 65% in size
Target sequence (P39748 whole entry, looked up): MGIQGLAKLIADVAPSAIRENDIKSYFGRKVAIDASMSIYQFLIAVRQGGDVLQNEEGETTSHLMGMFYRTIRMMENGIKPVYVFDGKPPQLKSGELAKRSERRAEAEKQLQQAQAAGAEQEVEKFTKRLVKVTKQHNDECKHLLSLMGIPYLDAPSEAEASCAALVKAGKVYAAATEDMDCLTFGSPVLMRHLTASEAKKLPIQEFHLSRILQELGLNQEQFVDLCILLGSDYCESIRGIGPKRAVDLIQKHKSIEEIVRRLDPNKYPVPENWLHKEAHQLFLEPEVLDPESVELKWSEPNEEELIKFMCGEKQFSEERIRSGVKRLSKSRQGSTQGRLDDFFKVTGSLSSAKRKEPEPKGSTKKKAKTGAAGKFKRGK
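Nuclease activity of 10 nM FEN1 was measured after 15 min of room-temperature exposure to titrated compounds, by adding 50 nM flap substrate and reading plates at 0 and 15 min.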
GCN5L2 inh: inhibitors of human GCN5L2 histone acetyltransferase. Q92830. 0.21% of 390,000 active. Potency, µM (top dose mostly 58.9 µM), inactives show at the top dose activity change, negative = inhibition, hits mostly inhibitors. GCN5L2 HAT assay, ThioGlo1 CoA-SH fluorescence
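Enzyme at 20nM final was mixed with library compounds for 15 min at room temperature. Peptide H3(1-25) at 75uM, acetyl-CoA at 70uM and ThioGlo1 at 50uM were then added. Plates were read immediately and after 20 min (Ex340nm/Em540nm).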
The depositor's hits bear a star; ? = inconclusive; . = no result given; & = joins results of further samples; [ ] = remark or other dose. The call rests on the fitted dose curve; in most records, active means well fitted curve in the direction sought with a large enough effect; inconclusive means small, poorly fitted or top-dose-only effect, or another doubt; inactive means no such curve, though single readings can be large; an effect the other way counts as inactive or inconclusive. On the % scale 0 is the no-effect control and ±100 the full control effect; potency means the concentration at half of the fitted maximal effect. A portion of the library, so the mix of outcomes need not match the whole.

SMILES | TDP1 cell CPT | FEN1 inhibitor | GCN5L2 inh
CN(C)C(=O)C1Cc2ccccc2CN1S(=O)(=O)c1ccc(F)cc1 (stereo not given) | -4% | 0% | -5%
O=C(O)c1ccccc1C(=O)NC1CCN(c2nccc(C(F)(F)F)n2)CC1 | 6% | -3% | 6%
CCOc1ncccc1C(=O)NCCc1ccc(OC)cc1 | 18µM* | 3% | -14%
COC(=O)CSc1nc(-c2ccc(C)cc2)c2c(c1C#N)CCCC2 | -19% | -14% | -23%
NC(=O)c1ccc(NC(=O)CSc2cn(CC(=O)N3CCOCC3)c3ccccc23)cc1 | -2% | 12% | -2%
Cc1cc(C(=O)NCC(=O)O)c(C)o1 | 0% | -1% | 0%
CC(=O)c1cc(C(C)=O)c(C)nc1C | 8% | 1% | 2%
O=C(CSC1=NCCS1)NC1CCCCC1 | 2% | 5% | .
COc1ccccc1NC(=O)CCCC(=O)OCC(=O)c1ccc(F)cc1 | -25% | -6% | -3%
CCCOc1ccccc1OCC(=O)N1CCN(S(=O)(=O)c2ccc(Cl)cc2)CC1 | -26% | -14% | -9%
COc1ccccc1NC(=S)N1CCN(Cc2ccccc2)CC1 | ? | 1% | 2%
CCCn1c(CCC(=O)O)nc2cc(S(=O)(=O)N(CC)CC)ccc21 | 1% | 18% | 24%
CN(Cc1cnn(C)c1)Cc1nc(C(c2ccccc2)c2ccccc2)no1 | ? | -1% | -2%
C/C(=N\OCC(=O)Nc1ccccc1C(C)(C)C)c1ccc2c(c1)OCCO2 | ? | -20% | -5%
COCCCNCC(=O)Nc1ccc(OC(F)(F)F)cc1 | -23% | 6% | 0%
COc1ccc(Cn2c(SCC#N)nc3ccc(N4CCOCC4)cc3c2=O)cc1 | ? | -9% | -16%
CCN1C(=O)[C@H]2[C@@H](c3ccc(C)cc3)N3C(=O)N(c4ccc(C)cc4)C(=O)[C@@]3(Cc3ccc(Cl)cc3)[C@H]2C1=O | 18µM* | 9% | -1%
COc1ccc2[nH]c(=O)c(CN(C(=O)c3cccc(Cl)c3)c3ccccc3OC)cc2c1 | 23µM* | 7% | -1%
CCN(CC)S(=O)(=O)c1cc(NS(=O)(=O)c2cccs2)ccc1C | -23% | 1% | -4%
CCCCNC(=O)N1CCOCCOCCN(C(=O)NCCCC)CCOCCOCC1 | -4% | 9% | -1%
Cc1cccc(C)c1NC(=O)CN1CCN(CCCC(c2ccc(F)cc2)c2ccc(F)cc2)CC1 | 7.3µM* | -23% | -7%
CCOc1ccc(NC(=O)c2ccc(-c3cccc(Cl)c3C)o2)cc1 | ? | -16% | -19%
Cc1cc(C)cc(CC2CC(=O)N(c3ccc(Cl)cn3)C2=O)c1 (stereo not given) | 4% | 3% | -4%
O=C(NCCc1csc2nc(-c3ccccc3F)nn12)c1ccccc1C(F)(F)F | 7.3µM* | -1% | -7%
CCn1nc(C(=O)OCc2c(C)noc2C)c2ccccc2c1=O | 4% | -1% | -9%
Cc1cc(C)n2nc(C(=O)OCC(=O)c3ccc(F)cc3)nc2n1 | -1% | 1% | -3%
COc1ccccc1NC(=O)CN(c1ccc([N+](=O)[O-])cc1)S(=O)(=O)c1ccccc1 | 11% | -7% | -8%
C[C@H](NC(=O)[C@H]1N2C(=O)c3ccccc3C2SC1(C)C)C(=O)NCc1ccncc1 (stereo not given in full) | -15% | 2% | -4%
CCc1ccc(CN(C(=O)Nc2cccc(Cl)c2)c2ccccn2)cc1 | 18µM* | 0% | -11%
Cc1ccc(NC(=S)NCc2ccccc2)cc1C | -25% | -2% | .

Exported with values under each structure: entries from further up
Every second line gives: TDP1 cell CPT | FEN1 inhibitor | GCN5L2 inh
COc1ccccc1NC(=O)CN(c1ccc([N+](=O)[O-])cc1)S(=O)(=O)c1ccccc1
    11% | -7% | -8%
CCc1ccc(CN(C(=O)Nc2cccc(Cl)c2)c2ccccn2)cc1
    18µM* | 0% | -11%

(list continues)
SMILES | TDP1 cell CPT | FEN1 inhibitor | GCN5L2 inh
CC(=O)Nc1ccc(S(=O)(=O)/N=C2/NC(=O)/C(=C\c3ccco3)S2)cc1 | -1% | -31% | ?
COc1ccc(C2C3=C(CCCC3=O)N(CC(=O)O)C3=C2C(=O)CCC3)cc1 | -5% | -3% | -8%
O=C(CSc1cn(CC(=O)N2CCCCC2)c2ccccc12)NCC1CCCO1 (stereo not given) | -5% | -1% | -5%
Cc1cc(C)c(C#N)c(N2CCN(CCOc3ccc(Cl)cc3)CC2)n1 | -26% | -8% | -12%
CC(OC(=O)c1ccc(Cl)nc1)C(=O)NC1CCCC1 (stereo not given) | -16% | 1% | -6%
COC(=O)c1cc(OC)c(OC)cc1NC(=O)CSc1ccccc1 | -1% | ? | -5%
COc1ccc(OC)c(CN2CCN(C(=O)c3cccs3)CC2)c1 | -10% | -3% | -1%
O=C(CCc1ccccc1)N1CCN(c2ccccc2F)CC1 | -7% | -2% | -7%
CCc1ccc(S(=O)(=O)Nc2ccc(-c3ccc4nncn4n3)cc2)s1 | ? | 9% | 0%
CCOC(=O)Nc1ccc2c(c1)N(C(=O)C(C)N1CCCC1)c1ccccc1CC2 (stereo not given) | ? | -2% | -3%
CCOC(=O)CCNC(=O)Nc1ccc2nc(C)n(Cc3ccc(Cl)cc3)c(=O)c2c1 | -23% | -12% | -3%
CCc1cc(=O)oc2c(C)c(OC(C)C(=O)NC3CC(C)(C)NC(C)(C)C3)ccc12 (stereo not given) | -11% | -2% | -3%
NC(=S)N=Nc1c(O)n(C2OC(=O)c3ccccc32)c2ccccc12 (stereo not given) | 3% | 1% | ?
O=c1c(Cl)c(N2CCOCC2)cnn1-c1ncc(C(F)(F)F)cc1Cl | 2% | 5% | 3%
O=C(O)/C=C/c1cccc(NS(=O)(=O)c2ccccc2)c1 | 2% | -7% | 3%
COc1cc(C2CC(=O)c3c([nH]c(C(=O)OCC4CCCCC4)c3C)C2)cc(OC)c1OC (stereo not given) | 1.3µM* | -15% | -12%
Cc1ccc(NC(=O)c2snc3ccc(Cl)cc23)cc1C | ? | -2% | -3%
O=C(C1CCCO1)N1CCN(C(=S)Nc2ccc(Cl)c(Cl)c2)CC1 (stereo not given) | 31%[activator] | 2% | 4%
CCOC(=O)N1CCN(CC(O)COCC2=CCC3CC2C3(C)C)CC1 (stereo not given) | ? | -1% | 1%
[N-]=[N+]=NC1C[C@H](n2ccc(=O)[nH]c2=O)O[C@@H]1CO (stereo not given in full) | 9% | 18% | 2%
CCOc1c(Cl)cc(CNc2nnnn2C)cc1OC | 13% | -1% | -5%
COc1ccccc1/C=N\NC(=O)c1c(C)nc2ccc(Cl)cn12 | 1% | -14% | -13%
Cc1ccccc1-n1nc(-c2cccnc2)cc1C(=O)N/N=C/c1ccncc1 | ? | -5% | -4%
O=C(C1CCCN(Cc2cccc(Cl)c2)C1)N1CCCCC1 (stereo not given) | ? | 2% | 9%
CCOc1ccc(NC(=O)/C=C\C(=O)N(c2ccc(C(C)C)cc2)C(C(=O)NCc2ccco2)c2ccc(F)cc2)cc1 (stereo not given) | 5.2µM* | -1% | -11%
CC(C)[C@H](NC(=O)N1CC(=O)Nc2ccccc21)C(=O)N[C@H](Cc1ccccc1)C(=O)O | 1% | -1% | -4%
CCOc1cccc(CNCc2cccnc2)c1OCc1ccccc1 | 0% | 2% | -1%
CCn1cc(Br)c(C(=O)Nc2ccc(C(=O)OC(C)C)cc2)n1 | -27% | -28% | -5%
Cc1cc(C)c(NC(=O)C2CCN(C(=O)N3CCOc4ccccc43)CC2)c(C)c1 | ? | 5% | -8%
CNC(=O)C(NC(=O)CNC(=O)c1ccc(Cl)cc1)C(C)(C)C (stereo not given) | -6% | 5% | 3%
O=C(O)C1CCCCC1C(=O)NC1C2CC3CC(C2)CC1C3 (stereo not given) | 5% | 4% | -2%
CCN(CC)S(=O)(=O)c1ccc(Cl)c(NC(=O)CSc2cccc[n+]2[O-])c1 | -2% | -11% | -1%
Cc1ccc(NC(=O)CCc2c(C)nc3ncnn3c2C)cc1 | -10% | 4% | ?
COc1cc2[nH]c(=S)n(CCN3CCOCC3)c(=O)c2cc1OC | -3% | -8% | 3%
CC(C)c1ccc(O)c(NC(=S)NC(=O)c2ccc3c(c2)OCO3)c1 | 13µM* | -14% | -11%
Cc1cccn2cc(CNC(=O)CC3CCCC3)nc12 | 10% | -12% | 2%
Cc1ccccc1-n1ncc2c1CC(C)(C)CC2NC(=O)CSc1ccncc1 (stereo not given) | ? | 4% | -2%
Cc1ccc(-n2c(O)c(/C=N/n3cnnc3)c3ccccc3c2=O)cc1 | 2%&-8% | 2%&-2% | ?
COc1ccc2cc3c(N)nn(C(=O)c4ccc(F)cc4Cl)c3nc2c1 | 9.2µM* | -3% | -8%
Cc1nc(-c2ccccc2)sc1C(=O)/C=C/c1ccccc1 | 23µM* | -1% | -20%
CCN(CC)CCCNC(=O)c1cc(-c2ccc(OC)c(OC)c2)on1 | -2% | -8% | -2%
Cc1cccc(NC(=O)CSc2n[nH]c(-c3cccnc3)n2)c1 | -18% | ? | 0%
O=S(=O)(c1ccccc1)N1CCN(c2nnc(-c3ccccc3)c3ccccc23)CC1 | 18µM* | -7% | -11%
O=C(NC1CCCC1)C1CCN(c2cnccn2)CC1 | -5% | 8% | 4%
O=C(CN(Cc1ccccc1Cl)C(=O)c1ccc(CN2CCOCC2)o1)NCc1ccccc1 | 2% | -5% | -7%
CCn1nc(C(=O)OCC(=O)c2c[nH]c3ccccc23)c2ccccc2c1=O | 15% | -6% | -7%
Cn1cccc1C(=O)N1CCC2(CC1)CCN(c1ccc(-c3ccccc3)cc1)CC2 | 9.2µM* | . | -11%
Cc1nn(C)c(C)c1Nc1ccc(N2C(=O)C3CC=CCC3C2=O)cc1[N+](=O)[O-] (stereo not given) | ? | -1% | -6%
O=C1NC(=O)C2(CCCc3ccccc32)N1 (stereo not given) | -6% | 6% | -3%
COc1ccc(OC)c(-n2c(-c3ccc(C)cc3)n[nH]c2=S)c1 | 0% | -7% | 0%
Cc1ccc(-n2nc(CC#N)c(C#N)c2N)cc1 | -5% | 0% | -4%
COc1ccccc1C(CNC(=O)C1CC(=O)N(Cc2ccc(C)cc2)C1)N1CCCC1 (stereo not given) | 3% | 4% | -2%
O=C(NCC1CCCO1)c1cc2n(n1)C(C(F)(F)F)CC(c1ccc(F)cc1)N2 (stereo not given) | -20% | -1% | -8%
CC(=O)Nc1ccc(NC(=O)COC(=O)Cc2c[nH]c3ccccc23)cc1 | -26% | -4% | -5%
O=C(Cn1ccc([N+](=O)[O-])n1)N1CCCc2ccccc21 | -17% | -2% | -19%
O=C(O)CCN1C(=O)/C(=C2\C(=O)N(Cc3ccc(F)cc3)c3ccccc32)SC1=S | 16µM* | -20% | ?
CCOC(=O)CC(=O)CSc1ccc2nnc(-c3ccccc3)n2n1 | -28% | -3% | -3%
COc1cc(/C=C/C(=O)OCC(=O)N2CCC(C)CC2)ccc1OCC#N | 3% | 20% | -4%
CCc1ccc(OCC(=O)c2c(O)c3ccccc3oc2=O)cc1 | ? | 13% | -9%

Of the compounds above, these have fluorine:
SMILES | TDP1 cell CPT | FEN1 inhibitor | GCN5L2 inh
CN(C)C(=O)C1Cc2ccccc2CN1S(=O)(=O)c1ccc(F)cc1 (stereo not given) | -4% | 0% | -5%
O=C(O)c1ccccc1C(=O)NC1CCN(c2nccc(C(F)(F)F)n2)CC1 | 6% | -3% | 6%
COc1ccccc1NC(=O)CCCC(=O)OCC(=O)c1ccc(F)cc1 | -25% | -6% | -3%
COCCCNCC(=O)Nc1ccc(OC(F)(F)F)cc1 | -23% | 6% | 0%
Cc1cccc(C)c1NC(=O)CN1CCN(CCCC(c2ccc(F)cc2)c2ccc(F)cc2)CC1 | 7.3µM* | -23% | -7%
O=C(NCCc1csc2nc(-c3ccccc3F)nn12)c1ccccc1C(F)(F)F | 7.3µM* | -1% | -7%
Cc1cc(C)n2nc(C(=O)OCC(=O)c3ccc(F)cc3)nc2n1 | -1% | 1% | -3%
O=C(CCc1ccccc1)N1CCN(c2ccccc2F)CC1 | -7% | -2% | -7%
O=c1c(Cl)c(N2CCOCC2)cnn1-c1ncc(C(F)(F)F)cc1Cl | 2% | 5% | 3%
CCOc1ccc(NC(=O)/C=C\C(=O)N(c2ccc(C(C)C)cc2)C(C(=O)NCc2ccco2)c2ccc(F)cc2)cc1 (stereo not given) | 5.2µM* | -1% | -11%
COc1ccc2cc3c(N)nn(C(=O)c4ccc(F)cc4Cl)c3nc2c1 | 9.2µM* | -3% | -8%
O=C(NCC1CCCO1)c1cc2n(n1)C(C(F)(F)F)CC(c1ccc(F)cc1)N2 (stereo not given) | -20% | -1% | -8%
O=C(O)CCN1C(=O)/C(=C2\C(=O)N(Cc3ccc(F)cc3)c3ccccc32)SC1=S | 16µM* | -20% | ?
